# Screens: PubChem, several laboratories
# MDM2 E3 inh – inhibitors of human Mdm2 E3 ubiquitin ligase | cell-based MDM2 ubiquitination luciferase reporter, 2 h; 0 = plate control, 100 = twice control, blank-subtracted | 210,000 tested, 0.11% active | signal enhancement, % at 5 µM | Q00987;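 active means signal enhancement of 30% or more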;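 further: luminescence tracks abundance of the self-degrading MDM2-luciferase fusion protein; higher signal means inhibition of MDM2 E3 ligase activity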
#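 Buffer or medium: Cells held in DMEM | Assay system: Stable mammalian line carrying autodegrading MDM2–luciferase fusion reporter | Quantity: 2000 cells/well | Times: 4 h settle plus 2 h compound, 37 °C | Doses: One concentration, 5 µM, with 0.2% DMSO | Technique: Luminescence with SteadyLite reagent, 15 min at room temperature | Benchmarks: Plate controls and plate blanks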
# KLK5 inh – inhibitors of human kallikrein 5; recombinant hK5, fluorogenic AMC substrate cleavage; inhibition, % at 5 µM; 210,000 tested, 0.59% active; AID 873;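 active means inhibition of 40% or more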;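 further: 0% = enzyme controls without compound and 100% = no-enzyme blanks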
# Target sequence (Q9Y337 67-293 limits assumed): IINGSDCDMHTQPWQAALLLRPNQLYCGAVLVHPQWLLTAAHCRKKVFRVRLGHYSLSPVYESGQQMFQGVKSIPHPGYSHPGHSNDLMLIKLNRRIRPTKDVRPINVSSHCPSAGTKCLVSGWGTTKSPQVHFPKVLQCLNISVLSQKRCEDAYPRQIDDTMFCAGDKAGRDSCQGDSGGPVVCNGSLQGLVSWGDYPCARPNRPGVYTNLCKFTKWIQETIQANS
# 14-3-3 Bad inh – disrupts binding of bovine 14-3-3 zeta to phospho-Bad peptide. TR-FRET 14-3-3zeta/Dy647-pBad peptide displacement, 1 h. 220,000 tested, 0.71% active. inhibition, % at 21.7 µM. AID 781;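 active means inhibition above about 70%, limit read from the data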;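 further: 0% = full 14-3-3 plus peptide FRET controls and 100% = background without 14-3-3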
# p97 inhibitor – blocks human p97 ATPase activity | 220,000 tested, 0.42% active | inhibition, % at 8 µM | AID 1481 | recombinant p97 ATPase, Kinase-Glo ATP luminescence, 3 h; in the data active means inhibition above about 15%;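 further: 0% = DMSO vehicle and 100% = wells lacking enzyme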
# Wee1 degr inh – inhibitors of human Wee1 degradation | 220,000 tested, 1.2% active | HeLa Luc-Wee1K328M stability, luciferase luminescence; 100% = proteasome inhibitor MG132 effect | AID 1321 | reporter increase, % at 5 µM;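 active means activation above the mean of all tested compounds plus 3 SD, set per screening run, cut at about 8.8% in these data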;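 further: cells exposed to compound for 20 h before luminescence read; 0% = DMSO alone and 100% = MG132 at 30 µM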
# FXIIa inh 1536 – factor XIIa (human) inhibition. P00748. purified FXIIa, Boc-QGR-AMC fluorogenic substrate, 2 h. inhibition, % at 5 µM. 220,000 tested, 0.3% active; in the data active means inhibition above about 40%;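 further: 0% = enzyme with no compound and 100% = blank without enzyme; many of its hits are not listed in these tables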
# Target sequence (P00748 20-372 limits assumed): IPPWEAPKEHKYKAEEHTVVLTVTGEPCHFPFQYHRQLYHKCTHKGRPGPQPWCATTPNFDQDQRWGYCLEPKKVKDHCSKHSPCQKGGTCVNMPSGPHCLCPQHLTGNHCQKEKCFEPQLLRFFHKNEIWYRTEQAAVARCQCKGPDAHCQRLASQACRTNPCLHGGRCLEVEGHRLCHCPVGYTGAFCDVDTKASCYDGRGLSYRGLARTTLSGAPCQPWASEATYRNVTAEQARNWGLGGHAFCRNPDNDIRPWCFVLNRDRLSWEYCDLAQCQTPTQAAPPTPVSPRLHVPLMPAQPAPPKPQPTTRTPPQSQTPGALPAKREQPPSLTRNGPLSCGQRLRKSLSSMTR
# Target sequence (P00748 373-615 limits assumed): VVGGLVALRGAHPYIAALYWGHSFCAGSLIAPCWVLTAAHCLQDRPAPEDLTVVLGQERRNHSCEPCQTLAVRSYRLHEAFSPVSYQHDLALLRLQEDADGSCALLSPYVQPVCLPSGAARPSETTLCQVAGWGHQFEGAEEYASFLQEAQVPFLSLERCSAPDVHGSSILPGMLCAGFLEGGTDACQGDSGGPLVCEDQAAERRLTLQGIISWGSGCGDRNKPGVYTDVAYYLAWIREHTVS
# eIF4E-4G inh – inhibitors of eIF4E and eIF4G interaction in translation initiation; inhibition, % at 21.7 µM; 220,000 tested, 0.37% active; P63073+Q04637; AID 782; TR-FRET eIF4E-eIF4GI(517-606) binding, 2 h;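 active means inhibition above about 30%, limit read from the data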;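 further: 0% = full FRET control wells and 100% = background wells lacking eIF4GI fragment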
# FXIa inh 1536 – inhibitors of human coagulation factor XIa; 220,000 tested, 0.14% active; purified FXIa, Boc-Glu-Ala-Arg-AMC fluorogenic substrate; P03951; inhibition, % at 5 µM; AID 798;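 active means inhibition of at least 40%; inactive means inhibition below 40%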;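 further: fluorescence of freed AMC excited at 355 nm; 0% = enzyme without compound and 100% = no enzyme blank; many of its hits are not listed in these tables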
# Rad51 HR inh – Rad51 (human) homologous recombination inhibition | hRad51 DNA strand exchange, fluorescence dequenching | AID 1385 | 200,000 tested, 0.085% active | inhibition, % at 10 µM | Q06609;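 active means inhibition above 40% at the single screening dose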;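 further: 0% = DMSO control wells and 100% = blanks with heterologous ssDNA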
#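 material = hRad51 filaments on single-stranded DNA | timing = filaments 15 min 37 °C, then compound 30 min | signal = FRET fluorescence dequenching, excitation 485 nm, emission 520 nm | benchmarks = control wells and blank wells on each plate | evaluation = percent inhibition relative to plate controls and blanks | compound = 10 µM final, single point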
# * hit, by the source's call; . = not tested or not shown; [ ] = another dose, or the depositor's remark. The list is partial; the hit share may differ from the screen's.
1. Cc1cc(C=C2C(=O)N(C)C(=S)N(C)C2=O)c(C)n1-c1ccncc1
2. Cc1c(P(=S)(c2ccccc2)c2ccccc2)[n+]2ccccc2n1C
3. CCC(=NCCCN(CC)CC)c1c(O)n(-c2ccccc2)c(=O)[nH]c1=O
4. CC(C)(C)c1nc(N2CCN(C(=O)c3ccco3)CC2)c2nnn(Cc3ccccc3Cl)c2n1
5. CCOP(=O)(OCC)C(O)c1ccc2c(c1)OCO2 (stereo not given)
6. CCOC(=O)c1ccc(N=Cc2c(O)n(-c3ccc(OC)cc3)c(=S)[nH]c2=O)cc1
7. CN1CCC(N2CC3CC(C2)c2cccc(=O)n2C3)CC1 (stereo not given)
8. CCn1c(O)c(C=Nc2ccc(S(N)(=O)=O)cc2)c(=O)n(CC)c1=S

assay / entry	1	2	3	4	5	6	7	8
MDM2 E3 inh	-12	-6	-26	-12	-15	-18	.	-6
KLK5 inh	-1	0	-6	12	0	-5	-1	-1
14-3-3 Bad inh	-3	2	-6	1	-1	-6	26[fluorescence artefact?]	-8[fluorescence artefact?]
p97 inhibitor	4	1	-6	-1	-3	3	-2	0
Wee1 degr inh	1	0	0	-4	0	-4	6	1
FXIIa inh 1536	5	.	7	-18	3	6	20	7
eIF4E-4G inh	-3	1	1	2	2	-1	9	3
FXIa inh 1536	-10	-1	1	-7	-4	-1	7	4
Rad51 HR inh	-18	-1	0	10	5	-16	-5	2

# Down the list, as entered above:
# eIF4E-4G inh, compounds 1 to 8: -3, 1, 1, 2, 2, -1, 9, 3
# 14-3-3 Bad inh, compounds 1 to 8: -3, 2, -6, 1, -1, -6, 26[fluorescence artefact?], -8[fluorescence artefact?]

# Further results:
9. CCn1cc(C(=O)N2CCC3(CC2)OCCO3)c(=O)c2cc(S(=O)(=O)N3CCCC3)ccc21
10. CN(C)c1ccc(/C=C/C=C2/C(=O)NC(=O)N(c3ccccc3)C2=O)cc1
11. O=C(O)c1ccc(Cl)nc1
12. Cc1cccc(-n2c(O)c(C=NC34CN5CN(CN(C5)C3)C4)c(=O)[nH]c2=O)c1
13. COC(=O)c1ccc(-n2c(C)nc3ccccc3c2=O)cc1
14. CC(NCc1ccc(Cl)cc1)C(O)c1ccccc1 (stereo not given)
15. CCCC(C)n1[nH]c(=O)c2c1NC(=O)CSC2c1ccc(OC)cc1 (stereo not given)
16. Clc1ccc(C2N3CCCN23)c(Cl)c1 (stereo not given)

assay / entry	9	10	11	12	13	14	15	16
MDM2 E3 inh	4	6	.	-6	-20	2	-9	-45
KLK5 inh	-21	8	-22	-2	2	-1	-7	-22
14-3-3 Bad inh	5	44	-5	-18	0	14	.	-3
p97 inhibitor	-1	-9	4	3	3	-1	4	-9
Wee1 degr inh	-3	-2	0	-1	-1	8.9*	2	-3
FXIIa inh 1536	-12	12	8	11	39	0	5	27
eIF4E-4G inh	-2	14	4	0	1	-3[fluorescence artefact?]	.	8
FXIa inh 1536	2	3	2	-2	11	2	4	16
Rad51 HR inh	6	-19	.	-10	-8	-5	0	-6

17. O=C(c1cccc2ccccc12)C1CCCN(C2CCC2)C1 (stereo not given)
18. Cc1ccc(N(C)C(=O)Oc2ccc(C(=O)c3ccc(Cl)cc3)cc2)cc1
19. O=C1NC(=O)C2(Cc3ccccc3N3CCCC32)C(=O)N1c1cccc(Cl)c1 (stereo not given)
20. O=C(Nc1ccccc1F)OC1CN2CCC1CC2 (stereo not given)
21. CN1C(=O)C(Cc2cccs2)C(=O)N(C)C1=O
22. COc1cc(/C=N/NP(=S)(c2ccccc2)c2ccccc2)ccc1O
23. Cc1ccccc1-n1c(-c2ccc([N+](=O)[O-])cc2)nc2ccccc2c1=O
24. C[C@@H]1O[C@@H](O[C@H]2C[C@@H](O)[C@]3(CO)[C@H]4[C@H](O)C[C@]5(C)[C@@H](C6COC(=O)C6)CC[C@]5(O)[C@@H]4CC[C@]3(O)C2)[C@H](O)[C@H](O)[C@H]1O (stereo not given in full)

assay / entry	17	18	19	20	21	22	23	24
MDM2 E3 inh	-8	-14	0	-1	-21	-19	.	.
KLK5 inh	.	-11	-25	-2	-19	-21	-10	-5
14-3-3 Bad inh	-11	4	1	-2	18	-18	3[fluorescence artefact?]	-1
p97 inhibitor	-3	2	-3	3	2	-2	5	-7
Wee1 degr inh	0	-2	1	-4	-2	-1	2	0
FXIIa inh 1536	6	-1	4	0	16	-3	11	-3
eIF4E-4G inh	0	0	-2	5	5	2	1	-3
FXIa inh 1536	1	2	0	0	4	2	4	-6
Rad51 HR inh	19	9	0	.	0	-3	.	-4

25. CCc1cc2c(s1)N(CC(=O)OC)C(=O)CN=C2c1ccccc1OC
26. COC(=O)c1ccc(COc2cc(C)cc3oc(=O)c4c(c23)CCCC4)o1
27. CN1C(=O)/C(=C\N2CCc3ccccc32)C(=O)NC1=S
28. O=C1CC(c2ccccc2)CC(O)=C1C=NCCN1CCN(C(=O)Cc2ccccc2)CC1 (stereo not given)

assay / entry	25	26	27	28
MDM2 E3 inh	-14	-14	-1	-20
KLK5 inh	2	1	-20	-16
14-3-3 Bad inh	-12	11[fluorescence artefact?]	-9	-1
p97 inhibitor	-1	-1	3	-12
Wee1 degr inh	1	-2	-2	5
FXIIa inh 1536	6	20	11	13
eIF4E-4G inh	2	-2	4	-4
FXIa inh 1536	1	0	6	-3
Rad51 HR inh	.	6	2	6

# Twelve entries from above, arranged by SMILES length, rising.
14. CC(NCc1ccc(Cl)cc1)C(O)c1ccccc1 (stereo not given)
17. O=C(c1cccc2ccccc12)C1CCCN(C2CCC2)C1 (stereo not given)
13. COC(=O)c1ccc(-n2c(C)nc3ccccc3c2=O)cc1
25. CCc1cc2c(s1)N(CC(=O)OC)C(=O)CN=C2c1ccccc1OC
26. COC(=O)c1ccc(COc2cc(C)cc3oc(=O)c4c(c23)CCCC4)o1
18. Cc1ccc(N(C)C(=O)Oc2ccc(C(=O)c3ccc(Cl)cc3)cc2)cc1
19. O=C1NC(=O)C2(Cc3ccccc3N3CCCC32)C(=O)N1c1cccc(Cl)c1 (stereo not given)
23. Cc1ccccc1-n1c(-c2ccc([N+](=O)[O-])cc2)nc2ccccc2c1=O
12. Cc1cccc(-n2c(O)c(C=NC34CN5CN(CN(C5)C3)C4)c(=O)[nH]c2=O)c1
4. CC(C)(C)c1nc(N2CCN(C(=O)c3ccco3)CC2)c2nnn(Cc3ccccc3Cl)c2n1

assay / entry	14	17	13	25	26	18	19	23	12	4
MDM2 E3 inh	2	-8	-20	-14	-14	-14	0	.	-6	-12
KLK5 inh	-1	.	2	2	1	-11	-25	-10	-2	12
14-3-3 Bad inh	14	-11	0	-12	11[fluorescence artefact?]	4	1	3[fluorescence artefact?]	-18	1
p97 inhibitor	-1	-3	3	-1	-1	2	-3	5	3	-1
Wee1 degr inh	8.9*	0	-1	1	-2	-2	1	2	-1	-4
FXIIa inh 1536	0	6	39	6	20	-1	4	11	11	-18
eIF4E-4G inh	-3[fluorescence artefact?]	0	1	2	-2	0	-2	1	0	2
FXIa inh 1536	2	1	11	1	0	2	0	4	-2	-7
Rad51 HR inh	-5	19	-8	.	6	9	0	.	-10	10

9. CCn1cc(C(=O)N2CCC3(CC2)OCCO3)c(=O)c2cc(S(=O)(=O)N3CCCC3)ccc21
24. C[C@@H]1O[C@@H](O[C@H]2C[C@@H](O)[C@]3(CO)[C@H]4[C@H](O)C[C@]5(C)[C@@H](C6COC(=O)C6)CC[C@]5(O)[C@@H]4CC[C@]3(O)C2)[C@H](O)[C@H](O)[C@H]1O (stereo not given in full)

assay / entry	9	24
MDM2 E3 inh	4	.
KLK5 inh	-21	-5
14-3-3 Bad inh	5	-1
p97 inhibitor	-1	-7
Wee1 degr inh	-3	0
FXIIa inh 1536	-12	-3
eIF4E-4G inh	-2	-3
FXIa inh 1536	2	-6
Rad51 HR inh	6	-4
